CYP2C9 inh = blocks human cytochrome P450 2C9. AID 777. CYP2C9 Supersomes, luciferin-H conversion, luminescence. actives 20% (n = 96,000). P11712. inhibition, % at 5 µM;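 active = blocking of liver enzyme CYP2C9 beyond about 50% at 5 µM, limit read from the data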; also: values of inactives mirror those of a sister screen read the other way
Calb biofilm kill = kills Candida albicans biofilms. inhibition, % at 6 µM. AID 834. C. albicans biofilm + clotrimazole, Alamar Blue. actives 0.14% (n = 85,000);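 active = inhibition above 20%; inactive = inhibition below 20%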;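 also: preformed 24 hr biofilms exposed to compound for 48 hr; 0% = biofilm without compound and 100% = blank killed by clotrimazole plus chlorhexidine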
CYP2C19 inhib = inhibitors of human CYP2C19; P33261; inhibition, % at 5 µM; CYP2C19 Supersomes, luciferin-H EGE luminescence, 30 min; AID 778; actives 21% (n = 96,000);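 active = CYP2C19 inhibition above a set limit at 5 µM in the primary screen, cut at about 50% in these data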;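 also: plate controls were negative control wells for no effect and 2.5 mM tranylcypromine positive control for full effect; values of inactives mirror those of a sister screen read the other way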
Target sequence (P33261 whole entry, looked up): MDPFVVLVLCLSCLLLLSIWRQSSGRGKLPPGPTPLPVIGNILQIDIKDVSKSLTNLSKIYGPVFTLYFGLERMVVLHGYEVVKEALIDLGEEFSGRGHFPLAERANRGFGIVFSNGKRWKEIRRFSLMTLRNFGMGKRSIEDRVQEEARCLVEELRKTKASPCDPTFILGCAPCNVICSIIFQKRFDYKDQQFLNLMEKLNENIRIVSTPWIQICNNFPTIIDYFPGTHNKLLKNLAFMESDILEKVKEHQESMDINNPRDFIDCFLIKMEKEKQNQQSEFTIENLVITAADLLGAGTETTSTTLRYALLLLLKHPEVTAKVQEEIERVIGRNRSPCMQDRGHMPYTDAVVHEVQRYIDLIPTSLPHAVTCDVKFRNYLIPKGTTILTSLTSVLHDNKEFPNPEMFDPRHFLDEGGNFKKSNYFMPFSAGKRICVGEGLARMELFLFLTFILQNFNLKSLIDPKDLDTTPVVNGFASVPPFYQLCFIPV
DAT uptake mod = changed human dopamine transporter uptake under cocaine IC80 | B-score at 10 µM | actives 1.3% (n = 110,000) | Q01959 | LLC-PK1 hDAT cells, [14C]-dopamine uptake with cocaine IC80; actives deviate in either direction;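 active = Z score or B-score, a plate-position-corrected score, falls beyond the plate's 99.7% confidence bounds, in either direction; inactive = both scores lie inside the 99.7% bounds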;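 also: scored against the spread of the other compound wells on the same plate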
Target sequence (Q01959 whole entry, looked up): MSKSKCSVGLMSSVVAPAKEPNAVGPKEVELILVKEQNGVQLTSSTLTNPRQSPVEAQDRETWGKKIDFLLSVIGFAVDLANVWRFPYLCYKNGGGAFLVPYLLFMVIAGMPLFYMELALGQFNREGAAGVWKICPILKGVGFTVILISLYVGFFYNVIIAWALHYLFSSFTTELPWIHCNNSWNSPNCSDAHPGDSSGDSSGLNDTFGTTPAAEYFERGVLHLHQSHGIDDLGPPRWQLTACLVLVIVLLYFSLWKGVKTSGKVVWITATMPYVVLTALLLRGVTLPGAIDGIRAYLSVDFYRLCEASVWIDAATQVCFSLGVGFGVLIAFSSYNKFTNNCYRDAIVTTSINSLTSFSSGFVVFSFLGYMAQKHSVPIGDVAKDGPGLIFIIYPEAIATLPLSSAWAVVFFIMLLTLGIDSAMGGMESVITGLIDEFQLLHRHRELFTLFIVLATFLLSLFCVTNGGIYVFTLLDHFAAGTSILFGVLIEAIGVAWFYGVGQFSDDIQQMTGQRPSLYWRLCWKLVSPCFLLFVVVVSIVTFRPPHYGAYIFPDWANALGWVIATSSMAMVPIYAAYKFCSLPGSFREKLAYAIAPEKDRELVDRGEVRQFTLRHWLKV
VCAM1 TNFa inh = reduces TNF alpha induced VCAM1 expression in HUVEC | HUVEC TNFa-induced VCAM-1 immunofluorescence, high-content imaging | inhibition, % at 2 µM | actives 0.48% (n = 95,000) | AID 802;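 active = inhibition above the batch mean plus 3 SD, with images confirmed as a hit by eye, cut at about 37% in these data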;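 also: 0% = TNF-stimulated DMSO wells and 100% = unstimulated control wells; not every result past the cut was called active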
CYP2C19 activ = activators of human cytochrome P450 2C19. AID 1025. activation factor at 5 µM. recombinant CYP2C19, luciferin-H EGE luminescence; stronger effect = higher value; 0 = fully inhibited enzyme, 1 = untreated enzyme. 96,000 tested, under 10 active. P33261;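 active = activation factor of at least 2 at 5 µM in the primary screen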;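 also: 0 = wells with 2.5 mM tranylcypromine and 1 = vehicle-only wells; values of inactives mirror those of a sister screen read the other way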
CYP2C9 act = increases human cytochrome P450 2C9 activity; activation factor at 5 µM; P11712; actives 1.4% (n = 96,000); recombinant CYP2C9, luciferin-H conversion, luminescence; stronger effect = higher value; factor 1 = untreated enzyme, 0 = blocked;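 active = activation factor of 2 or more for CYP2C9 at a 5 µM dose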;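 also: 0 = sulfaphenazole-blocked wells and 1 = vehicle-only wells; values of inactives mirror those of a sister screen read the other way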
IL1B cytotox = HUVEC cytotoxicity counter-screen, IL-1B stimulated; HUVEC cell count loss, Hoechst imaging; cell count reduction, % at 2 µM; actives 0.41% (n = 94,000);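 active = cell count reduction more than 3 SD above the screen-wide mean, cut at about 70% in these data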;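 also: normalized per plate to untreated control cells as the no-loss baseline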
TNFa cytotox = toxic to HUVEC cells under TNF alpha stimulation. HUVEC TNFalpha-stimulated, Hoechst cell count, imaging. cell count reduction, % at 2 µM. actives 0.17% (n = 93,000). AID 848;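 active = cell count reduction exceeding the screen mean by over 5 SD, scaled to untreated wells per plate, cut at about 78% in these data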;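 also: cells counted after 24 h of TNF alpha exposure following the 1 h pretreatment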
* hit, by the source's call; · = not tested or not shown; & = joins results of further samples.

no. | compound | IL1B cytotox | CYP2C19 activ | CYP2C19 inhib | DAT uptake mod | TNFa cytotox | VCAM1 TNFa inh | CYP2C9 act | Calb biofilm kill | CYP2C9 inh
1 | O=S1(=O)N=C(Nc2ccc(N3CCOCC3)cc2)c2ccccc21 | 5.3 | · | · | 0.143 | -32.4 | -2.8 | · | 2.9 | ·
2 | CC1(C)CC(=O)C(C=NCCO)=C(O)C1 | -29.9 | 1.1 | -5.1 | -0.7 | · | · | 1.1 | -1.4 | -12.9
3 | CCCn1nnc(NC(=O)c2ccccc2Cl)n1 | 10.8 | 1 | 1.4 | -0.21 | -18.4 | 6.2 | 1.2 | 7.9 | -16.2
4 | Cc1cccc(-n2cccc2)c1C#N | 43.0 | 0.9 | 14.8 | -0.148 | -7.8 | -10.9 | 1 | · | -2.8
5 | CCN(CC)c1ccc(/C=N/Nc2nc3ccccc3[nH]2)c(O)c1 | -12.0 | 1 | 3.0 | 2.78 | -18.4 | -17.5 | 0.9 | · | 6.4
6 | COc1ccc(N2C(=O)CC(NCc3ccc(F)cc3)C2=O)cc1 (stereo unspecified) | 2.8 | · | · | -0.118 | · | 28.4 | · | 9.6 | ·
7 | COc1cc(C)c(Br)cc1S(=O)(=O)N1CCCC1 | -8.9 | 0 | 95.5* | 0.978 | -1.6 | 13.3 | 2.8* | 7.2 | -178.3
8 | CC(C)NC(=O)CCS(=O)(=O)c1cccc2nonc12 | 20.0 | 0.8 | 15.3 | -0.687 | -12.5 | -8.7 | 1.4 | 5.2 | -39.4
9 | O=C(NCCCN1CCCC1=O)c1nnc(Cc2c(F)cccc2Cl)o1 | -15.4 | 1 | 1.5 | -0.451 | 2.5 | 10.0 | 1 | 7.3 | -4.6
10 | CCCCc1ccc(-c2nc(-c3ccncc3)no2)cc1 | · | 0.2 | 84.2* | -0.625 | · | · | 0.3 | 7.8 | 67.4*
11 | CCn1nnc(-c2ccccc2NC(=O)c2cc(OC)cc(OC)c2)n1 | -7.3 | 0.9 | 11.2 | 0.486 | -21.2 | 4.1 | 0.8 | 6.5 | 19.3
12 | CC(C)NC(=O)COc1ccc(Cl)cc1Cl | 0.6 | 0.5 | 46.3 | -0.0163 | 14.1 | -12.3 | 0.9 | -1.8 | 9.6
13 | O=C(CN1C(=O)c2ccccc2C1=O)Nc1ccc(-c2nc3ccccc3o2)cc1 | -17.5 | 1.2 | -20.2 | -1.38 | -24.9 | -29.7 | 1.2 | 0.1 | -17.2
14 | O=c1oc(/C=C/c2ccccc2)nc2sc3c(c12)CCC3 | -7.3 | 1.1 | -7.0 | 0.564 | -31.7 | -9.5 | 1 | 0.6 | 2.0
15 | O=S(=O)(Nc1cccc(-c2nc3cccnc3s2)c1)c1ccc2c(c1)OCCO2 | -16.8 | 1 | 2.7 | 0.572 | -34.8 | -3.1 | 0.2 | 0.0 | 84.6*
16 | CN(C)CCCNCCCNC(=O)c1ccccn1 | -6.6 | 1.2 | -20.7 | -1.65 | 13.5 | 32.4 | 1.4 | 1.3 | -37.0
17 | CC(NC(=O)c1ccc(F)cc1)c1ccc2c(c1)CCCC2 (stereo unspecified) | -20.6 | 0.8 | 18.3 | 0.231 | -20.0 | 0.8 | 1.2 | · | -19.7
18 | Cc1cc(C)cc(N2C(=O)CC(N(C(=O)c3ccco3)c3cc(C)cc(C)c3)C2=O)c1 (stereo unspecified) | -13.6 | 0.6 | 43.5 | -0.674 | -10.9 | 10.2 | 0.4 | 0.6 | 61.6*
19 | Cc1occc1C(=O)N1CCCc2ccccc21 | 12.0 | 0.8 | 16.5 | -0.816 | -3.5 | -20.7 | 1 | 4.1 | -1.8
20 | CC1=CC(=O)N(c2cccc(C(F)(F)F)c2)C1c1ccc(Cl)cc1 (stereo unspecified) | 32.3 | 0.3 | 70.1* | -1.21 | 5.3 | -14.4 | 0.6 | · | 40.0
21 | Cc1ccc(-n2cnc3scc(-c4cccs4)c3c2=O)cc1 | -18.8 | · | · | 1 | -9.3 | 14.3 | · | 1.7 | ·
22 | CC(C)C(c1nnnn1C1CCCC1)N1CCOCC1 (stereo unspecified) | 8.8 | · | · | 0.494 | -9.8 | -7.3 | · | 0.5 | ·
23 | CCOC(=O)c1cnn(-c2nc3sc4c(c3c(=O)[nH]2)CCCC4)c1N | · | 1.2 | -18.3 | · | · | · | 1.1 | 2.8 | -8.2
24 | Cc1cc(NCCN(C)C)n2nc(-c3cccs3)cc2n1 | -24.6 | 1 | 3.7 | 0.985 | -30.7 | -42.1 | 0.8 | 8.6 | 17.0
25 | COc1ccc(C(=O)Nc2ccc(CN3CCOCC3)cc2)cc1 | 2.2 | 0.8 | 16.2 | -0.0114 | 5.6 | 14.4 | 0.8 | 0.5 | 22.1
26 | Cc1cccc(NC(=O)CSc2nnc(Cn3nnc(-c4ccccc4)n3)n2-c2ccccc2)c1 | 0.6 | 0.8 | 22.9 | 1.16 | 15.8 | 1.2 | 0.9 | 0.9 | 9.6
27 | COC(=O)c1sc2ccc(C)cc2c1C(=O)OC | 7.8 | · | · | -0.345 | 12.8 | 28.9 | · | · | ·
28 | CCNc1nc(Oc2ccc(C(=O)OCC)cc2)nc(SC)n1 | -9.9 | 0.7 | 32.7 | 0.926 | -38.8 | 10.1 | 0.5 | · | 49.2
29 | Cc1nnc(SCC(=O)Nc2nccs2)[nH]c1=O | · | 1 | 4.4 | · | · | · | 1.1 | 0.3 | -12.0
30 | NC(=O)C1CCN(C(=O)CN2CCCc3ccccc32)CC1 | -26.8 | 1 | -1.5 | 1.11 | -5.2 | 29.5 | 0.9 | 6.0 | 10.4
31 | Cn1nnc2cc(NC(=O)N3CCN(c4ccccn4)CC3)ccc21 | -25.7 | 0.9 | 6.1 | 0.127 | -10.8 | 16.9 | 0.9 | 9.7 | 6.5
32 | CNC(=O)CSc1nc2c(c(=O)n(C)c(=O)n2C)n1Cc1ccc(C)cc1 | -5.7 | 0.7 | 31.9 | 0.959 | -11.3 | 23.9 | 0.9 | 2.3 | 10.6
33 | Cc1ccc(-c2noc(-c3ccccc3C(=O)NCC3CCCO3)n2)cc1 (stereo unspecified) | 17.1 | 0.6 | 39.8 | -0.191 | 30.2 | 25.4 | 0.3 | -3.1 | 70.8*
34 | O=C1CCCC2=C1C(c1ccncc1)c1c(nc(SCc3ccccc3)[nH]c1=O)N2 (stereo unspecified) | 9.2 | 0.1 | 87.2* | · | -19.3 | -42.3 | 0.1 | 5.3 | 90.4*
35 | O=C(COc1ccc(S(=O)(=O)N2CCc3ccccc32)cc1Cl)NCc1ccccn1 | -6.4 | 0.1 | 93.9* | 2.23* | -5.2 | 17.8 | 0.1 | 4.4 | 94.5*
36 | COc1cccc(NC(=O)C2C3C=CC(O3)C2C(=O)NCc2cccnc2)c1 (stereo unspecified) | -34.6 | 0.9 | 11.5 | -0.708 | -19.4 | 9.7 | 1 | · | 3.6
37 | CCN(C(=O)CSc1ncn[nH]1)c1cccc2ccccc12 | -13.3 | 0.4 | 63.2* | -0.154 | -16.8 | 7.4 | 1.4 | 2.4 | -40.2
38 | CCOC(=O)/C(C#N)=C1/C=Nc2ccccc2N1 | -6.5 | 0.9 | 7.4 | -0.391 | -6.0 | -15.7 | 0.8 | 3.0 | 21.5
39 | CCOC(=O)C1CCN(C(=O)/C=C/c2ccccc2OC)CC1 | -24.4 | 0.5 | 51.0* | -1.34 | -60.9 | -16.1 | 2.6* | 4.2 | -163.1
40 | COC(=O)c1ccc(NC(=O)C2CCCO2)cc1 (stereo unspecified) | 32.4 | 0.7 | 33.6 | 0.28 | -0.9 | -5.0 | 0.9 | 6.2 | 7.3
41 | CN(c1ccccc1C(=O)N1CCOCC1)S(C)(=O)=O | -12.6 | 1.1 | -8.4 | -0.00869 | · | -11.7 | 1 | 2.6 | -4.4
42 | O=C(c1ccccc1)c1cccc(NC(=O)c2ccco2)c1 | -19.6 | 0.7 | 33.3 | 0.877 | -13.9 | 2.3 | 0.7 | 4.5 | 35.0
43 | O=C1C2C(C(=O)N1/N=C/c1ccco1)C1C=CC2C12CC2 (stereo unspecified) | -40.0 | 0 | 99.1* | -0.0554 | -0.9 | 8.1 | 0.9 | · | 7.1
44 | Cc1ccc(NC(=S)NC2CC3CCCC(C2)N3Cc2cccs2)cc1 (stereo unspecified) | 0.4 | 0.7 | 26.1 | 0.204 | 2.1 | 11.1 | 0.9 | · | 10.1
45 | Cc1cc(C(=O)CSc2nc3ccccc3c(=O)n2C)c(C)n1Cc1ccc2c(c1)OCO2 | -17.4 | 0.2 | 76.2* | -1.01&-0.781 | -1.0 | 7.2 | 0.2 | 0.2 | 84.7*
46 | c1ccn2c(SCc3ccc4c(c3)OCCO4)nnc2c1 | · | 0.8 | 19.2 | 0.369 | · | · | 1.1 | 6.9 | -11.1
47 | CCn1c(SCc2cccc(C)c2)nnc1-c1ccc(C)cc1 | -5.0 | 0.1 | 85.9* | 2.13 | -4.3 | 22.4 | 0.9 | 5.5 | 10.4
48 | CCCn1c(=S)[nH]c2cc(OC)c(OC)cc2c1=O | -33.7 | 1.1 | -7.4 | 0.736 | -10.5 | 19.0 | 0.7 | 2.8 | 32.0
49 | FC(F)(F)c1cc(-c2ccc(Cl)cc2)nc2ncnn12 | 9.5 | 1.1 | -7.4 | -0.813 | -26.6 | -6.9 | 1.1 | 3.0 | -10.1
50 | CCOC(=O)N1CCN(c2ncnc3c2[nH]c2ccc(OC)cc23)CC1 | 8.4 | 0.4 | 56.0* | 3.49* | · | 44.0 | 0.6 | 8.9 | 38.7
51 | Cc1ccccc1C(=O)NCc1ccncc1 | 6.2 | 0.9 | 9.6 | -0.537 | -40.3 | 14.7 | 0.7 | 5.6 | 27.6
52 | COc1ccc(Cl)cc1C(=O)NCc1cnn(C)c1C | -115.0 | · | · | -2.09 | -11.3 | 9.3 | · | 4.7 | ·
53 | O=c1c2cn[nH]c2nc(SCc2ccc3c(c2)OCCO3)n1-c1ccccc1 | · | 0.1 | 90.5* | -0.0379 | -0.4 | 9.8 | 0.1 | 6.7 | 88.0*
54 | COc1ccc(CCNS(=O)(=O)c2cccc(C)c2)cc1OC | -11.4 | 0 | 97.5* | 1.2 | -16.0 | -9.0 | 0.1 | 1.2 | 89.0*
55 | O=C(OCCN1C(=O)c2ccccc2C1=O)c1cc2ccccc2o1 | -14.6 | 0.7 | 32.1 | -0.728 | -21.7 | 15.7 | 0.8 | · | 20.1
56 | Cc1ccc(C2Nc3ccccc3C(=O)N2Cc2ccco2)cc1 (stereo unspecified) | -5.6 | 0.6 | 36.8 | 0.432 | -5.4 | -9.6 | 0.1 | 8.0 | 86.2*
57 | CCOc1ccc(NC2c3ccccc3C(=O)N2Cc2ccc3c(c2)OCO3)cc1 (stereo unspecified) | 16.5 | 0 | 99.3* | 0.862 | -13.9 | 20.3 | 0 | 5.2 | 98.5*
58 | O=C(Nc1ccc2c(c1)oc1ccccc12)c1cccnc1 | -11.0 | 0.8 | 20.1 | 0.642 | -20.6 | -7.7 | 0.9 | 0.0 | 9.7
59 | Nc1c(-c2ccccc2)cnn1C1CCS(=O)(=O)C1 (stereo unspecified) | -10.1 | 1 | 3.6 | 0.591 | -15.3 | 5.9 | 1 | 1.3 | -1.1
60 | C=CCn1c(Cc2csc(N)n2)nnc1SCC(=O)Nc1ccccc1C(F)(F)F | -10.8 | 0.5 | 53.2* | 0.0471 | -16.3 | -8.5 | 0.5 | 2.9 | 45.7
